Screening data from PubChem BioAssay.
TRPC4 block: inhibitors of mouse TRPC4 channel, primary screen, Fluo4 calcium, HEK293 TRPC4beta/mu-opioid cells; DAMGO-evoked Fluo4 calcium flux; hits give low values; Short transient receptor potential channel 4 (Mus musculus), Q9QUQ5; B-score at 10 µM; 0.39% of 300,000 active; AID 2247, 2010;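 active = B-score over 3 SD under the library average, no early fluorescence shift, positive overall ratio signal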
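Assay system: HEK293 cells with stable TRPC4beta plus mu-opioid receptor expression; Probe or stimulus: DAMGO in two steps, submaximal then maximal; Dosing: single-point compound dosing; Measured by: Fluo4 calcium-dye fluorescence, kinetic read; Read-out basis: B score from integrated Fluo4 fluorescence ratio.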
TRPC4 potent: positive allosteric modulators of TRPC4, primary screen, cell-based, mouse TRPC4beta, HEK293 mu-opioid, Fluo-4 calcium. DAMGO EC20, Fluo-4 Ca2+ flux; hits give high values. Short transient receptor potential channel 4 (Mus musculus), Q9QUQ5. 0.42% of 310,000 active. B-score at 10 µM;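 active = B-score of calcium response area above 5 SD of library B-scores, with initial fluorescence ratio within 5 SD of library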;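 also: B-score of integrated fluorescence ratio over time as area under calcium response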
MrgX1 PAM: positive allosteric modulators of MrgX1, primary screen, HEK293 cells, Fluo-4 calcium flux; AID 588675, 2011; B-score at 10 µM; 0.63% of 310,000 active; FDSS; hits give high values; Mas-related G-protein coupled receptor member X1 (Homo sapiens), Q96LB2;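 active = plate-corrected calcium response at least 3 library SD above typical, normal starting fluorescence, not activating the receptor alone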;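 also: compound read alongside a low EC10 to EC30 dose of BAM8-22 agonist; peak minus trough fluorescence over baseline measured at the second addition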
RGS4 block: RGS4 inhibitors, primary screen, cell-based, HEK293 M3R inducible RGS4, calcium flux; Fluo-4 calcium flux; hits give high values; triggered by carbachol at its EC20; B-score at 10 µM; 0.45% of 310,000 active;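 active = B-score, a plate-corrected calcium signal, over three deviations above library mean, with baseline fluorescence within five deviations of library mean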;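 also: RGS4 expression induced by doxycycline in cells with stable M3 receptor; B-score is computed from the integrated fluorescence ratio over baseline after carbachol; higher B-score means a larger calcium signal and so more RGS4 inhibition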
MrgX1 ag: agonists of human MrgX1 receptor, primary screen, HEK293 cells, Fluo-4 calcium flux. Mas-related G-protein coupled receptor member X1 (Homo sapiens), Q96LB2. Fluo-4 calcium fluorescence, agonist mode; hits give high values. B-score at 10 µM. 0.44% of 310,000 active;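 active = calcium response B-score plate-corrected fluorescence ratio at least 3 library SD, with starting fluorescence B-score inside 5 SD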
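Material: HEK293 cells stably expressing human MrgX1 receptor | Quantity: 15,000 cells per well | Times: Cells plated overnight, dye loaded 0.5 h 37 °C, 0.5 h room temperature | Measured by: Kinetic Fluo-4 NW fluorescence of intracellular calcium | Control set: Positive and negative controls per plate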
TMEM16A inh: TMEM16A chloride channel inhibitors, primary screen, cell-based, HTS; Anoctamin-1 (Mus musculus), Q8BHY3; HEK293 TMEM16A/YFP iodide influx fluorescence, ionomycin; normalized B-score (activity score, 25-100; higher = stronger inhibition) at 10 µM; 1.2% of 310,000 active; AID 588511, 2011;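 active = ratio plate-corrected score three or more library SD toward inhibition, starting fluorescence score within five deviations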;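 also: score derived from kinetic fluorescence span divided by baseline fluorescence per well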
TMEM16A act: TMEM16A chloride channel activators or potentiators, primary screen, cell-based, HTS; HEK293 TMEM16A/YFP-H148Q/I152L, iodide quench fluorescence; hits give low values; B-score at 10 µM; 0.3% of 340,000 active; Anoctamin-1 (Mus musculus), Q8BHY3;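 active = fluorescence-ratio B-score plate-corrected deviation score at least 3 library SD below zero, with starting fluorescence score within 5 deviations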;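 also: channel opened by trigger with iodide after compound preincubation; score built on the fluorescence ratio of max minus min over baseline; more negative score means more quench and so TMEM16A activation or potentiation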
TRPC6 inh: mouse TRPC6 channel inhibitors, primary screen, cell-based, HEK293, membrane potential dye; B-score at 10 µM; Short transient receptor potential channel 6 (Mus musculus), Q61143; 1.1% of 310,000 active; AID 2553, 2010; ACh-evoked depolarization; hits give low values;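 active = B-score under library mean minus 3 SD, initial fluorescence not abnormally high, positive integrated signal ratio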;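 also: B-score derived from integrated fluorescence ratio over the kinetic read; more negative B-score means stronger inhibition of depolarization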
Target sequence (Q61143 whole entry, looked up): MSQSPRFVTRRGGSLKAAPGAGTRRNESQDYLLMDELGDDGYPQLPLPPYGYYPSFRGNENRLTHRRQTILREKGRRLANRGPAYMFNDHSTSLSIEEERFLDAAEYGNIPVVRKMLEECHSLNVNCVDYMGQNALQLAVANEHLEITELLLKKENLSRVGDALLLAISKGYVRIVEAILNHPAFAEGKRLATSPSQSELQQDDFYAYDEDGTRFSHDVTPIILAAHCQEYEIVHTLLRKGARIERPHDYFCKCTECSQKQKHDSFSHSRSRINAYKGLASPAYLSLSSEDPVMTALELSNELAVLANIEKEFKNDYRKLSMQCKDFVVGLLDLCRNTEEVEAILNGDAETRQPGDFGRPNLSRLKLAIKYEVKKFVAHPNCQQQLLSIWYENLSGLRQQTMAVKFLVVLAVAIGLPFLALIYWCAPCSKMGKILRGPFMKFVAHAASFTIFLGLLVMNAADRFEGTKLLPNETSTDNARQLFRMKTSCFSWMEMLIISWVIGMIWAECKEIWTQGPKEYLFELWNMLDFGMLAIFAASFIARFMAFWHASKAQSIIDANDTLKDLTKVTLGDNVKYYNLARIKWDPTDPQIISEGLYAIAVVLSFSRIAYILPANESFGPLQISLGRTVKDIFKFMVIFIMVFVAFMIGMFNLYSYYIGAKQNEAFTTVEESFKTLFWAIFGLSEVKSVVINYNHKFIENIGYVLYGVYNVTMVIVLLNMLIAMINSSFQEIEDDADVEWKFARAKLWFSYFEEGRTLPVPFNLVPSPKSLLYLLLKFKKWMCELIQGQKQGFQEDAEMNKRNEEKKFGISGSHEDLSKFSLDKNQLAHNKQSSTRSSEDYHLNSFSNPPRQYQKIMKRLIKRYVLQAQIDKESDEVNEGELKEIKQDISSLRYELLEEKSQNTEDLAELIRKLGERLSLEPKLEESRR
TRPC4 act: activators of mouse TRPC4 channel, primary screen, Fluo4 calcium, HEK293 TRPC4beta/mu-opioid cells; B-score at 10 µM; Short transient receptor potential channel 4 (Mus musculus), Q9QUQ5; Fluo4 calcium fluorescence; hits give high values; 0.49% of 310,000 active;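 active = B-score above 5 SD of library B-scores, and initial fluorescence ratio not above library mean plus 5 SD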;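 also: positive B-score marks a calcium rise read as TRPC4 activation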
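Technique: kinetic Fluo4 calcium fluorescence; Test system: TRPC4beta and mu-opioid receptor HEK293 stable cells; Measure: B-scored integrated calcium fluorescence ratio; Benchmarks: low control buffer alone, high control maximal DAMGO; Schedule: 45 min room-temperature Fluo4 loading, 110 s read.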
TRPC6 act: mouse TRPC6 channel activators, primary screen, cell-based, HEK293, membrane potential dye; HEK293-TRPC6 membrane potential dye fluorescence; hits give high values; B-score at 10 µM; Short transient receptor potential channel 6 (Mus musculus), Q61143; AID 2550, 2010; 0.13% of 310,000 active;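 active = B-score of the integrated fluorescence ratio above library mean plus 3 SD, and starting fluorescence ratio within library mean plus 5 SD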;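 also: higher score means more depolarization so channel activation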
MrgX1 antag: antagonists of human MrgX1 receptor, primary screen, HEK293 cells, Fluo-4 calcium flux | Mas-related G-protein coupled receptor member X1 (Homo sapiens), Q96LB2 | BAM8-22 antagonism; hits give low values | B-score at 10 µM | 1.3% of 310,000 active | AID 588676, 2011;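 active = calcium-response B-score plate-corrected more than 3 library SD below zero, starting fluorescence within 5 deviations, no agonist response on first addition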;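 also: peak minus trough fluorescence over baseline after final BAM8-22 challenge near maximal dose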
Active calls of the source: *; i = inactive; . = no result given.

SMILES | TRPC4 block | TRPC4 potent | MrgX1 PAM | RGS4 block | MrgX1 ag | TMEM16A inh | TMEM16A act | TRPC6 inh | TRPC4 act | TRPC6 act | MrgX1 antag
N/C(CC(=O)Nc1ccc(F)cc1F)=N\OC(=O)c1cccs1 | i | i | i | i | i | i | i | i | i | i | i
Cc1ccc(Nc2ncnc3nc[nH]c23)cc1Cl | i | i | i | i | i | i | i | i | i | i | i
COc1ccc(CCNC(=O)C2CC(c3ccc(C(F)(F)F)cc3)=NO2)cc1 (configuration not stated) | i | i | i | i | i | i | i | i | i | i | i
COc1ccc(NC(=O)C/C(C)=N/NC(=O)c2cnccn2)cc1 | i | i | i | i | i | i | i | i | i | i | i
Cc1ccc(N2CCN(S(=O)(=O)c3ccc(-n4cnnn4)cc3)CC2)c(C)c1 | i | i | i | i | i | i | i | i | i | i | i
CCCc1ccc(OCC(O)CN2CCCC2)cc1 (configuration not stated) | i | i | i | i | i | i | i | i | i | i | i
COc1ccccc1NS(=O)(=O)c1cccc(C(=O)NN=C2CCCC2)c1 | i | i | i | i | i | i | i | i | i | i | i
COc1ccc(N2CCN(C(=O)COC(=O)Cc3c(F)cccc3Cl)CC2)cc1 | i | i | i | i | i | i | i | i | i | i | i
CCn1c(SCC(=O)N/N=C/C=C\c2ccco2)nc2ccccc21 | i | i | i | i | i | i | i | i | i | i | i
Cc1cc2oc(C(=O)NCc3ccc4c(c3)OCO4)c(C)c2cc1C | i | i | i | i | i | i | i | i | i | i | i
CCN1CCN(CCNC(=O)Cn2c(=O)c3cccn3c3ccc(F)cc32)CC1 | i | i | i | i | i | i | i | i | i | i | i
Cc1cc(C)c2cc(CN(CCCO)S(=O)(=O)c3ccccc3F)c(=O)[nH]c2c1 | i | i | i | i | i | i | i | i | i | i | i
Cc1ccc(S(=O)(=O)NC(=O)NCc2ccc3c(c2)OCO3)cc1 | i | i | i | i | i | i | i | i | i | i | i
Cc1ccc(N2CC(O)Cn3c2nc2c3c(=O)[nH]c(=O)n2C)cc1 (configuration not stated) | i | i | i | i | i | i | i | i | i | i | i
COc1ccccc1NC(=O)C1=C(C)Nc2nc(-c3ccccc3)nn2C1c1ccccn1 (configuration not stated) | i | i | i | i | i | i | i | i | i | i | i
Cc1cc(C(F)(F)F)n(-c2nc(C(=O)N/N=C/c3ccc(F)cc3)cs2)n1 | i | i | i | i | i | i | i | i | i | i | i
Cc1nc2oc3ccccc3c(=O)c2cc1C(=O)O | i | i | i | i | i | i | . | i | i | i | i
COc1ccc(CCNC(=S)NC(=O)c2cc(OC)c(OC)c(OC)c2)cc1OC | i | i | i | i | i | i | i | i | i | i | i
COc1ccc(C)cc1NC(=O)c1sc2nc(C)nc(N3CCOCC3)c2c1C | i | i | i | i | i | i | i | i | i | i | i
COc1cc(/C=C/C(=O)c2ccc(NS(=O)(=O)c3ccc(C)cc3)cc2)ccc1OC(F)F | i | i | i | i | i | i | i | i | i | i | i
O=C(OCCN=C1NS(=O)(=O)c2ccccc21)c1ccncc1 | i | i | i | i | i | i | i | i | i | i | i
Cc1nc(-c2ccc(C(=O)Nc3cc(S(N)(=O)=O)ccc3C)cc2)cs1 | i | i | i | i | i | i | i | i | i | i | i
COC(=O)c1cc(NC(=O)Nc2ccccc2)ccc1Cl | i | i | i | i | i | i | i | i | i | i | i
COc1cccc(CNC(=O)CCCc2c[nH]c3ccccc23)c1 | i | i | i | i | i | i | i | i | i | i | i
COc1cccc(-c2nc(COc3ccc(Cl)cc3Cl)no2)c1 | i | i | i | i | i | i | i | i | i | i | i
CN1CCN(c2nc3c(c(=O)[nH]c(=O)n3C)n2Cc2ccccc2F)CC1 | i | i | i | i | i | i | i | i | i | i | i
CCOc1ccccc1C(=O)Nc1cc(OC)ccc1OC | i | i | i | i | i | i | i | i | i | i | i
Cc1cccc(N2C(=O)c3ccc(C(=O)Nc4ccccn4)cc3C2=O)c1 | i | i | i | i | i | i | i | i | i | i | i
Cc1cccnc1CCNC(=O)C1CCC(=O)N(Cc2cccc(F)c2)C1 (configuration not stated) | i | i | i | i | i | i | i | i | i | i | i
COC(=O)c1cccc(Cn2cc([N+](=O)[O-])cn2)c1 | i | i | i | i | i | i | . | i | i | i | i
CS(=O)(=O)c1ccc(NC(=O)CCN2C(=O)C3CCCCC3C2=O)cc1 (configuration not stated) | i | i | i | i | i | i | i | i | i | i | i
O=C(COc1ccc(S(=O)(=O)N2CCCCC2)cc1)NCc1ccncc1 | i | i | i | i | i | i | i | i | i | i | i
Cc1cnc(CNC(=O)C2CCC(=O)N(Cc3ccc(Cl)cc3)C2)[nH]1 (configuration not stated) | i | i | i | i | i | i | i | i | i | i | i
Cn1c(=O)cc(SCC(=O)NCCC2=CCCCC2)c2ccc(Cl)cc21 | i | i | i | i | i | i | i | i | i | i | i
C/C(=N/NC(=O)CSc1ccccn1)c1ccc([N+](=O)[O-])cc1 | i | i | i | i | i | i | i | i | i | i | i
CCOc1ccc(N(CC(=O)NCCc2ccccc2)C(=O)CCC(=O)Nc2cc(C)ccn2)cc1 | i | i | i | i | i | i | i | i | i | i | i
C=CCNC(=O)c1ccc2c(c1)N(CC)C(=O)c1ccccc1S2 | i | i | i | i | i | i | i | i | i | i | i
CCOc1ccc(N2C(=O)/C(=C/c3cccs3)N(C)C2=S)cc1 | i | i | i | i | i | i | i | i | i | i | i
CC(=O)OCC(=O)c1c[nH]c2ccccc12 | i | i | i | i | i | i | i | i | i | i | i
O=C(Nc1ccncc1)c1cc2ccccc2cc1O | i | i | i | i | i | i | i | i | i | i | i
Cc1ccc2[nH]c3c(N4CCCCCC4)ncnc3c2c1 | i | i | . | i | . | . | . | i | i | i | .
CCCCNC(=O)Nc1cc(C(=O)OC)ccc1C | i | i | i | i | i | i | i | i | i | i | i
CCNC(=O)CC1C(=O)N(C)C(=S)N1NC(=O)c1ccc(Cl)cc1 (configuration not stated) | i | i | i | i | i | i | i | i | i | i | i
Cc1ccc(OCCSc2nc3ccccc3n2CC(=O)O)cc1C | i | i | i | i | i | i | i | i | i | i | i
O=[N+]([O-])c1nn(-c2ccc3c(c2)OCCO3)n(O)c1=NC1CCN(Cc2ccccc2)CC1 | i | i | i | i | i | i | i | -8.6* | i | i | -5.1*
Cc1cccc([C@@H]2[C@@H]3C(=O)N(C)C(=O)[C@@H]3[C@@H]3C(=O)Nc4ccccc4C(=O)N23)c1 | i | i | i | i | i | i | i | i | i | i | i
CN(C(=O)COC(=O)c1cc(NS(=O)(=O)c2cc([N+](=O)[O-])ccc2Cl)ccc1O)C1CCCCC1 | i | i | i | i | i | i | i | i | i | i | i
NC(=O)c1ccccc1NC(=O)CN1CCN(Cc2ccc(Cl)cc2Cl)CC1 | i | i | i | i | i | i | i | i | i | i | i
Cc1ccc(C(=O)CSc2nc(C(C)C)nc3ccccc23)cc1 | i | i | i | i | i | 100* | i | i | i | i | i
Cc1ccc(C)c(OCCN2CCOCC2)c1 | i | i | i | i | i | i | i | i | i | i | i
Nc1nnc(Cc2ccc(F)cc2)s1 | i | i | i | i | i | i | i | i | i | i | i
COCCNC(=O)CN1C(=O)COc2ccc(S(=O)(=O)N3CCCCCC3)cc21 | i | i | i | i | i | i | i | i | i | i | i
Cc1ccc(N=C2c3ccccc3C(=O)C2[N+](=O)[O-])cc1C (configuration not stated) | i | i | i | i | i | i | i | i | i | i | i
Cc1ccc(NC(=O)Cc2ccc(F)cc2)cc1 | i | i | i | i | i | i | i | i | i | i | i
O=C(NCCN1CCOCC1)c1cc(=O)[nH]c2ccc(Br)cc12 | . | i | i | i | i | i | i | i | i | i | i
CCOC(=O)c1sc(N(Cc2ccccc2)C(=O)COC(=O)c2cnccn2)nc1C | i | i | i | i | i | i | i | i | i | i | i
Cc1cccc(C)c1OCc1cc(C(=O)N2CCN(Cc3nccn3C)CC2)no1 | i | i | i | i | i | i | i | i | i | i | i
CCCCN(C)CCCNC(=O)c1cn(C)c2ccc(S(=O)(=O)N(C)C3CCCCC3)cc2c1=O | i | i | i | i | i | i | i | i | i | i | i
COc1ccc(C2/C=C\CN(C(=O)NC34CC5CC(CC(C5)C3)C4)CC(=O)N2Cc2ccc(F)cc2)cc1 (configuration not stated) | i | i | i | i | i | i | i | i | i | i | i
CCNC(=O)NC(=O)C(C)OC(=O)c1cccn1C (configuration not stated) | i | i | i | i | i | i | i | i | i | i | i
Next section
SMILES | TRPC4 block | TRPC4 potent | MrgX1 PAM | RGS4 block | MrgX1 ag | TMEM16A inh | TMEM16A act | TRPC6 inh | TRPC4 act | TRPC6 act | MrgX1 antag
Cc1ccccc1Nc1nc(N)nc(COC(=O)c2cccc(S(=O)(=O)N(C)C)c2)n1 | i | i | i | i | i | i | i | i | i | i | i
CCO[C@H]1OC(C(=O)O)=C[C@@H](c2csc3ccccc23)[C@@H]1CCCO | i | i | i | i | i | i | i | i | i | i | i
C=CCOC(=O)C1=C[C@H](c2csc3ccccc23)C[C@H](OCc2ccc(CO)cc2)O1 | i | i | i | i | i | i | i | i | i | i | i
O=C(CN(Cc1ccccc1F)C(=O)c1csnn1)NC1CCCCC1 | i | i | i | i | i | i | i | i | i | i | i
CCSc1nnc(NC(=O)c2nn(C(C)C)c(=O)c3ccccc23)s1 | i | i | i | i | i | i | i | i | i | i | i

The order is random; any-hit rate near 5.8%.
